Assay outcomes from PubChem BioAssay.
KCNQ2 inh: KCNQ2 channel blockers in CHO-K1 cells – cell-based, FluxOR thallium flux, B-score, primary screen (AID 2156); O88943; 20 min; hits give low values; B-score at 10 µM; hit rate 1.1% among 310,000;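 active means fluorescence ratio B-score at most minus 3 library SDs, with starting brightness B-score within 2 library SDs, cut at about -5.5 in these data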
Target sequence (O88943 whole entry, looked up): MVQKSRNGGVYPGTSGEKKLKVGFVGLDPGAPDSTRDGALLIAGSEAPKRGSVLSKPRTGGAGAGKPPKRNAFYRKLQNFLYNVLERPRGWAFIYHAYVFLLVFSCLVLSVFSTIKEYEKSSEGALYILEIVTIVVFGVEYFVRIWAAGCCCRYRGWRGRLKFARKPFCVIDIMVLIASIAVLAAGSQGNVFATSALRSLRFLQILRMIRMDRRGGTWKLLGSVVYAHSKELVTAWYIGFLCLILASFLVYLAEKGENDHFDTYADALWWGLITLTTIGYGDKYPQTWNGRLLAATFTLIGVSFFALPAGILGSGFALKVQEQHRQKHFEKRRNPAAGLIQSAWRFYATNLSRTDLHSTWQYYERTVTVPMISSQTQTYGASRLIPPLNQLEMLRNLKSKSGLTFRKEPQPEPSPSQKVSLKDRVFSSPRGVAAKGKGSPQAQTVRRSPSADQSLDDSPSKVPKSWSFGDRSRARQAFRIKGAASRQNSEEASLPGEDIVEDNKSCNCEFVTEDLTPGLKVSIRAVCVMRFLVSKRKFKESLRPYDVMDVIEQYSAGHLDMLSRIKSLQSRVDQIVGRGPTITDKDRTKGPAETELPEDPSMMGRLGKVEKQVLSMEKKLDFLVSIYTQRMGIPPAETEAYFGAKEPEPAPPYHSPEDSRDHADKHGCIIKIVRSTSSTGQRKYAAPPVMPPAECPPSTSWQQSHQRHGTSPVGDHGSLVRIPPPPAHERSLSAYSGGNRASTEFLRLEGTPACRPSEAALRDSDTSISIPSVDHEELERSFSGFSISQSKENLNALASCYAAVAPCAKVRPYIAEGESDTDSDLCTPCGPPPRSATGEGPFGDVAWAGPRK
CHT block: human CHT choline transport inhibition. Q9GZV3. CHT-expressing cells, membrane potential dye, choline response; hits give low values. B-score at 10 µM. hit rate 0.86% among 310,000;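 active means B-score over 3 SD under the library average, and starting fluorescence ratio not unusually high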;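 further: choline stimulus applied at its EC90 after an EC20 pre-addition; B-score computed on integrated fluorescence ratio after choline addition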
Kir21 inh: blocks the mouse Kir2.1 inward-rectifier potassium channel | B-score at 10 µM | AID 1672 | hit rate 0.85% among 310,000 | HEK293-Kir2.1, FluxOR thallium flux fluorescence; hits give low values | P35561;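 active means fluorescence ratio B-score at or below minus 3 SD of library scores, with starting-brightness B-score within 2 SD, cut at about -4.2 in these data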;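 further: channel flux triggered by added potassium and thallium sulfate stimulus; B-score of peak minus minimum fluorescence over baseline after thallium stimulus; more negative B-score means stronger Kir2.1 block with less thallium influx; some compounds called inactive have numbers as strong as hits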
The depositor's hits bear a star.

Results for Cc1cnc(CNC(=O)c2ccc3oc(C(C)C)nc3c2)[nH]1 ?
KCNQ2 inh: inactive; CHT block: inactive; Kir21 inh: 0.82

What do the screens show for `O=C(CCN1C(=O)C2C3C=CC(C3)C2C1=O)NCC1CCCO1` (stereo unspecified)?
KCNQ2 inh: inactive; CHT block: inactive; Kir21 inh: -0.47

Results for C/C=C/c1ccc(OCCCCNCc2ccco2)c(OC)c1 ?
KCNQ2 inh: inactive; CHT block: inactive; Kir21 inh: -0.9

How did Cc1[nH]c2c(C(=O)N3CCCC(CCC(=O)NCc4ccccc4F)C3)cccc2c1C (stereo unspecified) do in these assays?
KCNQ2 inh: inactive; CHT block: inactive; Kir21 inh: -0.49

Results for Nc1nonc1/C(=N/O)N1CCCC1 ?
KCNQ2 inh: inactive; CHT block: inactive; Kir21 inh: 1.2

How did CCCCN(C)C1CCN(C(=S)Nc2cccc(SC)c2)CC1 do in these assays?
KCNQ2 inh: inactive; CHT block: inactive; Kir21 inh: 1.2

How did CC1=C(C)C(=O)C(N2CCOCC2)=CC1=O do in these assays?
KCNQ2 inh: inactive; Kir21 inh: 3.1

What do the screens show for `N#Cc1nc(-c2ccc(Cl)cc2)oc1N1CCCCC1`?
KCNQ2 inh: inactive; CHT block: inactive; Kir21 inh: 1.6

What do the screens show for `CCOC(=O)CNC(=O)C1CCCN(c2ncccn2)C1` (stereo unspecified)?
KCNQ2 inh: inactive; CHT block: inactive; Kir21 inh: 0.29

Results for CCOC(=O)N1CCC(NC(=O)c2ccc3c(c2)N(Cc2ccc(C)cc2)CCS3)CC1 ?
KCNQ2 inh: inactive; CHT block: inactive; Kir21 inh: -1.7

What do the screens show for `CC(Sc1ccc([N+](=O)[O-])cn1)C(=O)Nc1nccs1` (stereo unspecified)?
KCNQ2 inh: inactive; CHT block: inactive; Kir21 inh: -1.2

What do the screens show for `CCc1nnc(NC(=O)Cn2nc(-c3ccccc3OC)ccc2=O)s1`?
KCNQ2 inh: inactive; CHT block: inactive; Kir21 inh: -0.4

What do the screens show for `Cc1cc([N+](=O)[O-])nn1CC(=O)Nc1ccccn1`?
KCNQ2 inh: inactive; CHT block: inactive; Kir21 inh: -0.26

What do the screens show for `CN(C)CCNC(=O)C(=O)NCC1OCCN1S(=O)(=O)c1cc(F)ccc1F` (stereo unspecified)?
KCNQ2 inh: inactive; CHT block: inactive; Kir21 inh: -1.3

How did CCc1ccc(CNC(=O)C2CCN(c3nnc(C)c4c(C)n(-c5ccc(C)cc5)nc34)CC2)cc1 do in these assays?
KCNQ2 inh: inactive; CHT block: inactive; Kir21 inh: 0.77

What do the screens show for `COc1ccc2ccccc2c1CNC(=O)CC1C(=O)NCCN1CC(C)C` (stereo unspecified)?
KCNQ2 inh: inactive; CHT block: inactive; Kir21 inh: -1.7

Results for COc1cccc(C(=O)Nc2cccc(-c3nnc(-c4ccccc4)o3)c2)c1 ?
KCNQ2 inh: inactive; CHT block: inactive; Kir21 inh: -1.4

Results for O=C(CSc1ccccc1)NNC(=O)c1ccccc1O ?
KCNQ2 inh: inactive; CHT block: inactive; Kir21 inh: -0.11

How did CCCCn1c(=O)nc2n(-c3ccccc3C)c3ccccc3cc-2c1=O do in these assays?
KCNQ2 inh: inactive; CHT block: inactive; Kir21 inh: 2.9

How did COc1ccc(N2C(=O)C3CCCN3C2c2ccccc2)cc1Cl (stereo unspecified) do in these assays?
KCNQ2 inh: inactive; CHT block: inactive; Kir21 inh: 0.08

How did Cc1cc(C)c(S(=O)(=O)Nn2cnnc2)c(C)c1 do in these assays?
KCNQ2 inh: inactive; CHT block: inactive; Kir21 inh: 0.01

What do the screens show for `Fc1ccccc1-n1[nH]nnc1=S`?
KCNQ2 inh: inactive; CHT block: inactive; Kir21 inh: 0.41

How did COC(=O)C(C(=O)OC)c1ccc(N)cc1 do in these assays?
KCNQ2 inh: inactive; CHT block: inactive; Kir21 inh: 0.52

Results for Cc1[nH]c(C)c(S(=O)(=O)N(C)Cc2ccccc2)c1C(=O)N1CCCC1 ?
KCNQ2 inh: inactive; CHT block: inactive; Kir21 inh: -0.1

How did O=[N+]([O-])c1c(Nc2ccc(O)cc2)cc(N2CCOCC2)c2nonc12 do in these assays?
KCNQ2 inh: inactive; CHT block: inactive; Kir21 inh: -1.1

Results for O=C(c1cccc(Cl)c1)N1CCN(C(=O)c2ccccc2F)CC1 ?
KCNQ2 inh: inactive; CHT block: inactive; Kir21 inh: 1.8

How did O=C(NCc1ccc(Cl)cc1)C1CCN(c2cnccn2)CC1 do in these assays?
KCNQ2 inh: inactive; CHT block: inactive; Kir21 inh: -0.2

How did COc1cc(NC(=O)Cc2ccc(Cl)cc2)ccc1NC(=O)c1ccco1 do in these assays?
KCNQ2 inh: inactive; CHT block: inactive; Kir21 inh: 0.22

Results for CC1CCCCC1NC(=O)COC(=O)Cc1ccc(Br)cc1 (stereo unspecified) ?
KCNQ2 inh: inactive; CHT block: inactive; Kir21 inh: -0.46

How did Cc1ccc(C(C(=O)NCc2ccco2)N(CC2CCCO2)C(=O)Cn2nnc3ccccc32)cc1 (stereo unspecified) do in these assays?
KCNQ2 inh: inactive; CHT block: inactive; Kir21 inh: 0.52

How did c1ccc(-n2ncc3c2ncn2cnnc32)cc1 do in these assays?
KCNQ2 inh: inactive; CHT block: inactive; Kir21 inh: -0.12

Results for Cc1ccc(NC(=O)N2CCc3ccccc3C2)cc1C ?
KCNQ2 inh: inactive; CHT block: inactive; Kir21 inh: 0.06

Results for O=C(O)CCC(=O)N1c2ccccc2NC2=C(C(=O)CC(c3ccc(F)cc3)C2)C1c1ccc([N+](=O)[O-])o1 (stereo unspecified) ?
KCNQ2 inh: inactive; CHT block: inactive; Kir21 inh: 1.6

Results for Cc1ccc(O)c(C(CC(=O)N2CCCC2)c2ccccc2)c1 (stereo unspecified) ?
KCNQ2 inh: inactive; CHT block: inactive; Kir21 inh: -0.11

What do the screens show for `CCC/C(O)=C1\C(=O)CC(C)(C)CC1=Nc1ccccc1OC`?
KCNQ2 inh: inactive; CHT block: inactive; Kir21 inh: -3.7

Results for CN1C(=O)C2(NCCc3c2[nH]c2ccccc32)c2ccccc21 (stereo unspecified) ?
KCNQ2 inh: inactive; CHT block: inactive; Kir21 inh: 0.03

How did C[C@H](NC(=O)c1nc[nH]c1C(=O)N1CCc2ccccc2C1)C(=O)OCc1ccccc1 do in these assays?
KCNQ2 inh: inactive; CHT block: inactive; Kir21 inh: -0.02

How did CCOC(=O)N1CCN(C(=O)c2ccc(NC(=O)c3ccc(C)cc3)cc2)CC1 do in these assays?
KCNQ2 inh: inactive; CHT block: inactive; Kir21 inh: 1.1

What do the screens show for `CCOC(=O)c1nn(-c2ccccc2)c(=O)cc1OCC(=O)Nc1cccc(OC)c1`?
KCNQ2 inh: inactive; CHT block: inactive; Kir21 inh: -0.96

How did Cc1ccc(S(=O)(=O)N2CCCCC2CCNC(=O)C(=O)NCc2ccco2)cc1 (stereo unspecified) do in these assays?
KCNQ2 inh: inactive; CHT block: inactive; Kir21 inh: 0.07

How did O=C(c1ccco1)N1CCN(S(=O)(=O)c2cc(Cl)ccc2Cl)CC1 do in these assays?
KCNQ2 inh: inactive; CHT block: inactive; Kir21 inh: -0.15

Results for CNC(=S)NN(c1ccccc1)c1ccccc1 ?
KCNQ2 inh: inactive; CHT block: inactive; Kir21 inh: -0.46

What do the screens show for `CC(NC(=O)Nc1ccc([N+](=O)[O-])cc1)C(c1cccs1)N1CCCC1` (stereo unspecified)?
KCNQ2 inh: inactive; CHT block: inactive; Kir21 inh: 0.41

Results for COC(=O)c1cc(S(=O)(=O)N2CCC(C)CC2)cn1C ?
KCNQ2 inh: inactive; CHT block: inactive; Kir21 inh: -1.1

What do the screens show for `CN(CCCN1CCOCC1)Cc1cn(C)nc1-c1ccccc1F`?
KCNQ2 inh: inactive; CHT block: inactive; Kir21 inh: -0.03

What do the screens show for `CCOC(=O)C1=C(C)NC(C)=C(C(=O)OCC)C1c1nc2ccccc2[nH]1`?
KCNQ2 inh: inactive; CHT block: inactive; Kir21 inh: 1.2

What do the screens show for `CCN(CC(N)=O)S(=O)(=O)c1ccc(F)cc1`?
KCNQ2 inh: inactive; CHT block: inactive; Kir21 inh: -0.44

How did COc1cc(OC)c(OC)cc1/C=C/c1cc(C(F)(F)F)[nH]c(=O)n1 do in these assays?
KCNQ2 inh: inactive; CHT block: inactive; Kir21 inh: 2

Results for N#CCCNS(=O)(=O)c1ccc(C(=O)OCC2CCCCC2)cc1 ?
KCNQ2 inh: inactive; CHT block: inactive; Kir21 inh: 1.7

Results for O=C(CSc1nnc(CNC(=O)c2ccccc2)o1)c1ccc(Cl)cc1 ?
KCNQ2 inh: inactive; CHT block: inactive; Kir21 inh: -0.09

Results for CC1CN=C(N(C(=O)Nc2ccccc2)C(C)c2ccccc2)S1 (stereo unspecified) ?
KCNQ2 inh: inactive; CHT block: inactive; Kir21 inh: 0

How did CC(=O)N1c2ccc(S(=O)(=O)N(C)c3cc(C)ccc3C)cc2CC1C (stereo unspecified) do in these assays?
KCNQ2 inh: inactive; CHT block: inactive; Kir21 inh: 1.4

How did CCOC(=O)NN=C1c2ccccc2-c2ccccc21 do in these assays?
KCNQ2 inh: inactive; CHT block: inactive; Kir21 inh: 1.1

What do the screens show for `CCN(CC)CCCNC(=O)c1cc2c(=O)[nH]c3ccc(C)cc3c2s1`?
KCNQ2 inh: inactive; CHT block: inactive; Kir21 inh: 1.5

Results for CCc1ccc(NC(=O)COC(=O)/C=C/c2c(C)nn(C3CCS(=O)(=O)C3)c2Cl)cc1 (stereo unspecified) ?
KCNQ2 inh: inactive; CHT block: inactive; Kir21 inh: 1.4

Results for Cc1cc(C)c2c(=O)cc(C(F)F)oc2c1 ?
KCNQ2 inh: inactive; CHT block: inactive; Kir21 inh: 1.1

What do the screens show for `O=C(Cc1cccs1)Nc1nc(-c2ccccc2)cs1`?
KCNQ2 inh: inactive; CHT block: inactive; Kir21 inh: 2.8

Results for O=C(Nc1ccccc1F)c1ccc2nc(N3C(=O)CCC3=O)sc2c1 ?
KCNQ2 inh: inactive; CHT block: inactive; Kir21 inh: 1.7

How did COc1cccc(C(=O)Nc2nnc(-c3ccc(OC)cc3OC)s2)c1 do in these assays?
KCNQ2 inh: inactive; CHT block: inactive; Kir21 inh: 0.35

How did COc1ccccc1C(C)NCC(=O)NCC(=O)Nc1ccc(F)c(F)c1F (stereo unspecified) do in these assays?
KCNQ2 inh: inactive; CHT block: inactive; Kir21 inh: 0.01

What do the screens show for `CN1CCN(c2ccccc2NC(=O)Cc2ccc(Cl)cc2)CC1`?
KCNQ2 inh: inactive; CHT block: inactive; Kir21 inh: -0.83

Results for CN(C)S(=O)(=O)c1ccc(N2CCCC2)c(C(=O)Nc2ccc(C(N)=O)cc2)c1 ?
KCNQ2 inh: inactive; CHT block: inactive; Kir21 inh: -0.42

How did COc1ccc(N(Cc2cc3cc(OC)ccc3[nH]c2=O)S(=O)(=O)c2ccc(NC(C)=O)cc2)cc1 do in these assays?
KCNQ2 inh: inactive; CHT block: inactive; Kir21 inh: -0.5

Results for Cc1ccccc1N1CCN(C2CCCN(C(=O)CN3CCCC3=O)C2)CC1 (stereo unspecified) ?
KCNQ2 inh: inactive; CHT block: inactive; Kir21 inh: 0.07

What do the screens show for `CCOC(=O)N/N=C/c1cn(CCCOc2ccccc2)c2ccccc12`?
KCNQ2 inh: inactive; CHT block: inactive; Kir21 inh: 0.74

How did Cc1ccc(CNC(=O)c2ccccc2N(C)S(C)(=O)=O)cc1 do in these assays?
KCNQ2 inh: inactive; CHT block: inactive; Kir21 inh: -0.14

How did Cc1cccc(-n2c(SCC(=O)N3CC(=O)Nc4ccccc43)nc3ccccc3c2=O)c1C do in these assays?
KCNQ2 inh: inactive; CHT block: inactive; Kir21 inh: 0.06

What do the screens show for `O=C(CSCc1c(F)cccc1Cl)NCc1ccncc1`?
KCNQ2 inh: inactive; CHT block: inactive; Kir21 inh: 1.5

Results for Cc1ccc(OCC(=O)OC(C)CN(C)Cc2ccccc2)cc1 (stereo unspecified) ?
KCNQ2 inh: inactive; CHT block: inactive; Kir21 inh: 0.74

Results for COc1cccc(C(=O)O/N=C/c2ccc(Sc3ccc(C)cc3)nc2)c1 ?
KCNQ2 inh: inactive; CHT block: inactive; Kir21 inh: 0.72

What do the screens show for `CCOC(=O)c1cccc(NC(=O)Nc2ccc3c(c2)C(=O)OC3)c1`?
KCNQ2 inh: inactive; CHT block: inactive; Kir21 inh: 0.17

Results for C=CCN(C(=O)Nc1ccc2c(c1)nc(C)n2C)c1ccccc1 ?
KCNQ2 inh: inactive; CHT block: inactive; Kir21 inh: -0.57

Compounds listed so far that have a furan ring, fused or not, in the order listed:
Results for C/C=C/c1ccc(OCCCCNCc2ccco2)c(OC)c1 ?
KCNQ2 inh: inactive; CHT block: inactive; Kir21 inh: -0.9

How did COc1cc(NC(=O)Cc2ccc(Cl)cc2)ccc1NC(=O)c1ccco1 do in these assays?
KCNQ2 inh: inactive; CHT block: inactive; Kir21 inh: 0.22

How did Cc1ccc(C(C(=O)NCc2ccco2)N(CC2CCCO2)C(=O)Cn2nnc3ccccc32)cc1 (stereo unspecified) do in these assays?
KCNQ2 inh: inactive; CHT block: inactive; Kir21 inh: 0.52

Results for O=C(O)CCC(=O)N1c2ccccc2NC2=C(C(=O)CC(c3ccc(F)cc3)C2)C1c1ccc([N+](=O)[O-])o1 (stereo unspecified) ?
KCNQ2 inh: inactive; CHT block: inactive; Kir21 inh: 1.6

How did Cc1ccc(S(=O)(=O)N2CCCCC2CCNC(=O)C(=O)NCc2ccco2)cc1 (stereo unspecified) do in these assays?
KCNQ2 inh: inactive; CHT block: inactive; Kir21 inh: 0.07

How did O=C(c1ccco1)N1CCN(S(=O)(=O)c2cc(Cl)ccc2Cl)CC1 do in these assays?
KCNQ2 inh: inactive; CHT block: inactive; Kir21 inh: -0.15
